# influenza NS1A: H1N1 influenza NS1A inhibitors, functional cell based assay (AID 504329); NS1A functional cell-based assay, percent inhibition; higher % means a stronger effect; actives 0.3% (n = 340,000); inhibition, % at 12.5 µM; hits with a dose series show IC50 in µM; in the data active means a potency from the dose series; inconclusive means inhibition above about 27% without an active follow-up result; further: strong numbers were not always called active
# VEEV TC-83 Vero: inhibitors of VEEV TC-83 cytopathic effect, confirmation, Vero cells (AID 588727); inhibition, % at 20 µM; hits with a dose series show IC50 in µM; Vero cells, VEEV TC-83 cytopathic effect inhibition; higher % means a stronger effect; actives 0.13% (n = 350,000); in the data active means a potency from the dose series; inconclusive means inhibition mostly from about 14% at the one dose, without a potency; inactive means the rest, 99 in 100 with inhibition below about 12%; further: strong numbers were not always called active
# H37Rv inhibition: M. tuberculosis growth inhibition, HTS (AID 449762) | M. tuberculosis H37Rv growth inhibition, 7H9 media; higher % means a stronger effect | one-dose inhibition, % at 25 µM; IC50 in µM for titrated hits | actives 0.59% (n = 330,000); in the data active means a potency from the dose series; inconclusive means inhibition above about 70% without an active follow-up result;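 further: bacterial growth assessed after seven days of incubation; strong numbers were not always called active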
# PhoP GFP inhibition: PhoP regulon inhibitors, Salmonella typhi PhoP promoter GFP reporter, confirmatory (AID 1850); inhibition, % at 50 µM, or IC50 in µM where a hit was titrated; Salmonella Typhi PhoP-promoter GFP reporter, fluorescence, 4 h; higher % means a stronger effect; actives 0.33% (n = 310,000); in the data active means a potency from the dose series; inconclusive means inhibition mostly from about 25% at the one dose, without a potency; inactive means the rest, 99 in 100 with inhibition below about 19%;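 further: 0% = induced wells with vehicle and 100% = uninduced wells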
# M. tuberculosis: growth inhibition of non-replicating M. tuberculosis (AID 488890); inhibition, % at 25 µM; hits with a dose series show IC50 in µM; Mycobacterium tuberculosis non-replicating, growth inhibition; higher % means a stronger effect; actives 0.39% (n = 320,000); in the data active means a potency from the dose series; inconclusive means inhibition mostly from about 82% at the one dose, without a potency; inactive means the rest, 99 in 100 with inhibition below about 76%;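 further: plate controls were DMSO cells for no effect and high antibiotic wells for full effect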
# VEEV TC-83 Vero 10K pilot screen: second read-out of VEEV TC-83 Vero, no call of its own (marks repeat the call); inhibition, %; measured here: 10K pilot screen inhibition
# An asterisk follows results filed as active; i = inactive; u = inconclusive; x = not tested or not shown.
SMILES,influenza NS1A,VEEV TC-83 Vero,H37Rv inhibition,PhoP GFP inhibition,M. tuberculosis,others
CSC1=NCCN1C(=O)c1cccc(C(F)(F)F)c1,1%,i,0%,7%,-2%,VEEV TC-83 Vero 10K pilot screen=0.5
O=C(CN1C(=O)c2ccccc2C1=O)OCC(=O)c1ccccc1,-6%,8.5%,-8%,9%,-35%,
O=C(NCc1ccccc1)c1ccc(F)c(F)c1,-11%,0.6%,1%,3%,76%,
COc1ccccc1C(=O)COC(=O)c1nc(Cl)ccc1Cl,-2%,2.1%,-8%,-5%,25%,
CCOC(=O)C1CCN(CCCSc2ccc(C)cc2)CC1,-4%,i,1%,-4%,13%,
COc1cc(CC2COC(=O)C2(O)Cc2ccc(O)c(OC)c2)ccc1O (stereo not drawn),-4%,i,-8%,-3%,7%,
Cc1cc(N2CCN(c3ccccc3)CC2)nc(N)n1,-10%,i,-10%,6%,x,
COc1cccc(NC(=O)CN(C)C(=O)CSCc2nc3scc(-c4cccs4)c3c(=O)[nH]2)c1,1%,1.8%,7%,-8%,33%,
Cc1ccc(-n2c(SCC(=O)Nc3ccc4c5c(cccc35)CC4)nc(O)cc2=O)cc1,-12%,0.4%,1%,6%,42%,
CCN1CCN(c2cc(C)c3cc(NC(=S)N4CCCCC4)ccc3n2)CC1,20%,9.3%,1%,3%,52%,
COC(=O)Nc1nnc(Cc2ccc(Cl)cc2)s1,-4%,i,-2%,15%,62%,
CC(=O)c1cccc(NC(=O)CCNC(=O)c2ccccc2Cl)c1,-15%,0.2%,-2%,-3%,-2%,
Cc1cc(C(=O)Nc2nnc(-c3ccccc3)s2)no1,1%,1.5%,32%,4%,16%,
N#CC1=C(N)Oc2n[nH]c(-c3ccccn3)c2C1c1c(F)cccc1Cl (stereo not drawn),-6%,3.2%,12%,-14%,8%,
CC1C(=O)N2CCCc3cc(NC(=O)c4ccccc4C(F)(F)F)cc1c32 (stereo not drawn),-12%,10%,-1%,0%,-8%,
CN(CC(=O)Nc1cccnc1)S(=O)(=O)c1ccc(Br)cc1,-4%,3.4%,-8%,-5%,2%,
Cc1nn(C)c(C)c1CN(Cc1nc(-c2ccc(F)cc2F)oc1C)C1CC1,7%,i,-2%,18%,7%,
C/C(=N\OCC(=O)Nc1cc(C)cc(C)c1)c1ccc2c(c1)OCCO2,26%,2.9%,1%,-9%,59%,
C=CCN(CC=C)CCCOc1ccc(Br)cc1Cl,1%,i,1%,-4%,16%,
O=C(COC(=O)c1ccc(O)cc1O)c1ccc(Cl)cc1,-3%,5.6%,u,0%,77%,
O=C(NCC(c1cccs1)N1CCOCC1)c1cn(-c2ccccc2)nc1-c1ccc(Cl)cc1 (stereo not drawn),-5%,5.7%,-3%,16%,-5%,
CCOC(=O)CN1N=C(/C=C/c2ccc(OCC)cc2)CCC1=O,-11%,0.1%,5%,4%,12%,
Cn1cccc1Cc1nnc(SCC(=O)N2CCc3ccccc32)n1CCc1ccccc1,1%,7.8%,0%,5%,29%,
CCS(=O)(=O)N1CCN(S(=O)(=O)c2ccccc2[N+](=O)[O-])CC1,-5%,1.0%,-7%,-10%,-10%,
COc1ccc(C)cc1NC(=O)c1cc2ccccc2cc1OCC(=O)NCc1ccco1,4%,1.8%,-1%,-17%,x,
Cc1ccc2[nH]c(CNC(=O)c3ccccc3F)cc2c1,1%,u,1%,-1%,41%,
CC(C)c1ccc(/C=C/c2ccc(=O)n(C)n2)cc1,-7%,i,u,12%,61%,
Cc1ccccc1C(=O)OC1OC(=O)C(Cl)=C1N1CCOCC1 (stereo not drawn),0%,i,2%,-3%,1%,
O=C(Cn1nc(-c2cccc([N+](=O)[O-])c2)c2ccccc2c1=O)Nc1cccnc1,-3%,3.8%,11%,14%,19%,
O=C1Nc2ccccc2C12OCCO2,2%,0.7%,9%,-10%,2%,

# Taken from above, three compounds:
SMILES,influenza NS1A,VEEV TC-83 Vero,H37Rv inhibition,PhoP GFP inhibition,M. tuberculosis,others
CC1C(=O)N2CCCc3cc(NC(=O)c4ccccc4C(F)(F)F)cc1c32 (stereo not drawn),-12%,10%,-1%,0%,-8%,
CN(CC(=O)Nc1cccnc1)S(=O)(=O)c1ccc(Br)cc1,-4%,3.4%,-8%,-5%,2%,
Cc1nn(C)c(C)c1CN(Cc1nc(-c2ccc(F)cc2F)oc1C)C1CC1,7%,i,-2%,18%,7%,

# Among those listed so far, these contain an aryl methoxy group.
SMILES,influenza NS1A,VEEV TC-83 Vero,H37Rv inhibition,PhoP GFP inhibition,M. tuberculosis,others
COc1ccccc1C(=O)COC(=O)c1nc(Cl)ccc1Cl,-2%,2.1%,-8%,-5%,25%,
COc1cc(CC2COC(=O)C2(O)Cc2ccc(O)c(OC)c2)ccc1O (stereo not drawn),-4%,i,-8%,-3%,7%,
COc1cccc(NC(=O)CN(C)C(=O)CSCc2nc3scc(-c4cccs4)c3c(=O)[nH]2)c1,1%,1.8%,7%,-8%,33%,
COc1ccc(C)cc1NC(=O)c1cc2ccccc2cc1OCC(=O)NCc1ccco1,4%,1.8%,-1%,-17%,x,

# The results go on:
SMILES,influenza NS1A,VEEV TC-83 Vero,H37Rv inhibition,PhoP GFP inhibition,M. tuberculosis,others
CCc1cc(C(=O)OC)c(NC(=O)CCCC(=O)O)s1,5%,0.9%,-2%,-5%,-1%,VEEV TC-83 Vero 10K pilot screen=1.3
O=C(CNCc1ccco1)Nc1ccc(N2CCCCCC2)cc1,16%,2.0%,9%,10%,75%,
CC1(C)CC(=O)C(C(C2=C(O)CC(C)(C)CC2=O)c2cccs2)C(=O)C1 (stereo not drawn),2%,i,3%,6%,u,
Cc1cnc(C(=O)OCC(=O)Nc2sc3c(c2C(N)=O)CCCC3)cn1,-16%,3.6%,3%,x,1%,
C/C(N)=C(/C#N)C(=O)CN1CCCCC1,1%,i,3%,1%,1%,VEEV TC-83 Vero 10K pilot screen=0.0
COc1ccc(CNC(=O)C2CCCN(Cc3nc(-c4cccc(C)c4)oc3C)C2)cc1 (stereo not drawn),-4%,i,u,-2%,29%,
O=C(CCCOc1ccccc1)N1CCN(C(=O)c2ccco2)CC1,-13%,i,2%,2%,5%,
COc1ccc(CCNC(=O)/C=C/c2ccc3ccccc3n2)cc1OC,8%,>25µM*,1%,-20%,31%,
O=C1Nc2ccccc2C(O)(C(=O)NCc2ccc3c(c2)OCO3)N1c1ccc(Cl)c(Cl)c1 (stereo not drawn),12%,0.8%,-6%,-4%,4%,
O=C(CSc1nc2sc3c(c2c(=O)[nH]1)CCC3)NCCO,14%,5.6%,0%,8%,-6%,
O=C1/C(=C/c2ccccc2)SC(=S)N1N1C(=O)C2CC2C1=O (stereo not drawn),6%,0.1%,1%,-6%,1%,
CCC(=O)NNC(=O)c1c(O)c2ccccc2[nH]c1=O,-23%,1.9%,-7%,-3%,8%,
CSc1ccccc1NC(=O)Cn1nc([N+](=O)[O-])c(Cl)c1C,73%,1.3%,-3%,0%,-9%,
CCOc1cc(/C=C2\C(=O)N(CCC#N)N=C2C)ccc1OCC(N)=O,-17%,0.9%,-4%,-1%,-8%,
O=C(c1cc([N+](=O)[O-])ccc1N1CCOCC1)N1CCN(S(=O)(=O)c2ccc(F)cc2)CC1,-9%,0.1%,-2%,0%,11%,

# 3 compounds out of the list, sorted by molar mass, ascending:
SMILES,influenza NS1A,VEEV TC-83 Vero,H37Rv inhibition,PhoP GFP inhibition,M. tuberculosis,others
C/C(N)=C(/C#N)C(=O)CN1CCCCC1,1%,i,3%,1%,1%,VEEV TC-83 Vero 10K pilot screen=0.0
COc1ccc(CNC(=O)C2CCCN(Cc3nc(-c4cccc(C)c4)oc3C)C2)cc1 (stereo not drawn),-4%,i,u,-2%,29%,
O=C1Nc2ccccc2C(O)(C(=O)NCc2ccc3c(c2)OCO3)N1c1ccc(Cl)c(Cl)c1 (stereo not drawn),12%,0.8%,-6%,-4%,4%,

# Of the compounds above, 2 have a CF3 group.
SMILES,influenza NS1A,VEEV TC-83 Vero,H37Rv inhibition,PhoP GFP inhibition,M. tuberculosis,others
CSC1=NCCN1C(=O)c1cccc(C(F)(F)F)c1,1%,i,0%,7%,-2%,VEEV TC-83 Vero 10K pilot screen=0.5
CC1C(=O)N2CCCc3cc(NC(=O)c4ccccc4C(F)(F)F)cc1c32 (stereo not drawn),-12%,10%,-1%,0%,-8%,

# Continued.
SMILES,influenza NS1A,VEEV TC-83 Vero,H37Rv inhibition,PhoP GFP inhibition,M. tuberculosis,others
COCCn1c(N)c(N(Cc2ccccc2)C(=O)c2ccc3ccccc3c2)c(=O)[nH]c1=O,-5%,0.7%,1%,5%,-4%,
O=C1CCCC(=O)C1=C1SCCS1,1%,i,-15%,-8%,-29%,
O=C(OCC(=O)N1CCC(Cc2ccccc2)CC1)c1ccccc1F,-6%,0.6%,46%,x,u,
CCOCCN(C(=O)c1ccccc1Cl)c1cccc(C)c1C,x,i,-8%,4%,0%,
COc1ccc(-c2cc(C(=O)N3CCN(c4ccccc4)CC3)no2)cc1OC,14%,3.0%,-1%,2%,1%,
O=C(C[n+]1cc(Br)cc2ccccc21)c1ccc(Cl)cc1,9%,i,-4%,76µM*,9%,
Cc1cc(C(=O)NN)c(C)o1,-1%,1.3%,3%,0%,-10%,
CCOc1ccccc1/C=C(\C(=O)O)c1ccc(S(=O)(=O)N2CCCCC2)s1,2%,0.1%,12%,x,41%,
COc1ccc(OC)c(NC(=O)COC(=O)c2nc(Cl)ccc2Cl)c1,-9%,2.0%,-2%,-1%,4%,
CCCc1ccc(OCc2nc(-c3ccc(NC(=O)c4ccco4)cc3)no2)cc1,-1%,i,16%,4%,41%,
O=C(CCNS(=O)(=O)c1ccccc1)OCc1nc2ccsc2c(=O)[nH]1,-14%,0.2%,-5%,-1%,-11%,
Cc1cc(NC(=O)CCN2CCN(CCO)CC2)ccc1Br,-7%,i,0%,-7%,7%,
CCN(CC)C(=O)N1CCN(C(=O)c2ccc(C)cn2)CC1,-8%,i,0%,10%,0%,
O=C(N/N=C/c1cc(Br)ccc1O)Nc1ccccc1,19%,7.3%,16%,-24%,x,
CC1Oc2ccccc2N(CC(=O)Nc2ccc3c(c2)OCCO3)C1=O (stereo not drawn),9%,1.1%,-2%,7%,3%,
CCOc1ccc(Br)cc1C1C(C(=O)OC)=C(N)Oc2cc(N(C)C)ccc21 (stereo not drawn),-16%,7.5%,-5%,-8%,-1%,
Cc1ccc(S(=O)(=O)NNC(=O)C(O)(c2ccccc2)c2ccccc2)cc1,-9%,1.5%,9%,-7%,-8%,
CC(=O)c1cccc(NC(=O)C(C)OC(=O)/C=C/c2cccs2)c1 (stereo not drawn),-9%,3.7%,x,x,x,
COc1ccc(-n2c(Cc3ccccc3)nnc2SCC(=O)N2CCCc3ccccc32)cc1,4%,3.4%,53%,4%,79%,
O=C(NCc1ccc(F)cc1)C(=O)NCC1OCCN1S(=O)(=O)c1ccc2c(c1)OCCO2 (stereo not drawn),9%,1.0%,10%,13%,25%,
Cc1sc2ncn(CC(=O)NCCN3CCOCC3)c(=O)c2c1S(=O)(=O)N1CCC(C)CC1,3%,1.1%,-2%,3%,-13%,
CCOC(=O)c1ccccc1NC(=O)CSc1nc2c(sc(=S)n2CC)c(=O)[nH]1,-6%,i,x,x,x,
COc1cccc(-n2c(=O)c3sccc3n(CC(=O)NC3CCCCC3)c2=O)c1,3%,i,13%,-18%,-8%,
Cc1c(OCC(=O)OC(C)C)ccc2c3c(c(=O)oc12)CCC3,3%,1.4%,11%,-1%,58%,
O=C(COc1c(Cl)cc(Cl)cc1Cl)c1ccc(Cl)cc1,-11%,2.0%,0%,0%,1%,
N#C/C(=C/c1cccnc1)c1ccccc1,-7%,0.7%,0%,-8%,32%,
COc1ccccc1CNC(=O)COC(=O)COc1ccccc1Cc1ccccc1,-7%,5.1%,7%,5%,x,
CC(=O)c1cccc(N(C(=O)CNC(=O)c2ccco2)C(C(=O)NCc2ccco2)c2ccccc2)c1 (stereo not drawn),2%,0.6%,5%,-6%,5%,
CCOC(=O)c1ccccc1NC(=O)c1ccc(N(C)S(C)(=O)=O)cc1,1%,0.8%,1%,-11%,-1%,
Cc1cc(C)cc(-n2c(=O)c3ccccc3n(CC(=O)NCC3CCCO3)c2=O)c1 (stereo not drawn),-4%,1.1%,-17%,-12%,-7%,
Cc1nnc(NC(=O)CCS(=O)(=O)c2ccccc2)s1,9%,i,-8%,6%,71%,
Cc1ncc(CNC(=O)N(CCCl)N=O)c(N)n1,-8%,3.1%,0%,16%,0%,

# Screens: PubChem, Southern Research Specialized Biocontainment Screening Center
